Pf growth 96h: P. falciparum growth inhibition at 96 hours. Potency, µM (highest dose often 28.7 µM), for the others: at the top dose activity change, negative = inhibition, hits mostly inhibitors. 6.9% of 320,000 active. P. falciparum luciferase reporter growth, 96 h; note: potency is the fitted concentration of half-maximal effect; % is set by controls: 0 for no effect and ±100 for the full control effect
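Readout is luminescence from an integrated firefly luciferase in P. falciparum. Red cells, 2% hematocrit and 0.05% parasitemia final, were cultured with compound through two parasite generations (96 hours) at 37 C, 5% CO2.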
Pf growth 48h: P. falciparum growth inhibition at 48 hours (one generation); P. falciparum luciferase growth in erythrocytes, 48 h; Potency, µM (highest dose often 28.7 µM), without a hit: at the top dose activity change, negative = inhibition, hits mostly inhibitors; 5.9% of 310,000 active; note: potency is the fitted concentration of half-maximal effect; % is set by controls: 0 for no effect and ±100 for the full control effect
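Here the parasites carry a stable luciferase gene and grow inside erythrocytes in Albumax-based RPMI medium with compound for one erythrocytic cycle. Activity is scored as loss of luminescent signal.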
HCV inhibitor: blocks hepatitis C virus; Huh7.5.1 HCVcc-Cre infection, luciferase reporter, 44 h; Potency, µM (highest dose often 41.8 µM), for inactives: top-dose activity change, negative = inhibition, actives largely listed as inhibitors; 3.4% of 340,000 active; AID 651820; note: potency is the fitted concentration of half-maximal effect; % is set by controls: 0 for no effect and ±100 for the full control effect
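Seed cells (1,000/well) for 4 h; treat with compound and infect with HCVcc-Cre, moi about 0.5. Incubate 44 h, then detect luciferase activity.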
Cycloheximide cs: counter-screen for Shiga toxin inhibitors: cycloheximide protein synthesis inhibition; max response, %; 12% of 300,000 active; AID 2314; cell reporter, cycloheximide protein synthesis inhibition counterscreen; in the data active = max response mostly above about 13%, no sharp cut-off; inactive = mostly below about 14%; note: read at 38.3 µM for the half of the compounds with a filed dose; 0% is about no effect
TbPYK inhibitor: inhibitors of Trypanosoma brucei pyruvate kinase; Q57TT1; TbPYK enzyme, Kinase-Glo Plus ATP luminescence, 45 min; Potency, µM (doses to about 76.8 µM), for inactives: top-dose activity, negative = inhibition, hits mostly inhibitors; 0.12% of 410,000 active; AID 624173; note: potency is the fitted concentration of half-maximal effect; % is set by controls: 0 for no effect and ±100 for the full control effect; nearly all actives have a fitted effect of over 50% in size
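Screened from lowest to highest concentration, compounds were pinned into TbPYK/substrate mixtures, and ADP (130 uM final) was added. Plates sat at room temperature for 45 min prior to Kinase-Glo Plus detection by luminescence.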
LmPK inhibitor: inhibitors of Leishmania mexicana pyruvate kinase; AID 1721; 0.37% of 290,000 active; purified LmPK, Kinase-Glo ATP luminescence, 1 h; Potency, µM (highest dose often 57.5 µM), without a hit: at the highest dose activity change, negative = inhibition, actives largely listed as inhibitors; note: potency is the fitted concentration of half-maximal effect; % is set by controls: 0 for no effect and ±100 for the full control effect
Target sequence (Q27686 whole entry, looked up): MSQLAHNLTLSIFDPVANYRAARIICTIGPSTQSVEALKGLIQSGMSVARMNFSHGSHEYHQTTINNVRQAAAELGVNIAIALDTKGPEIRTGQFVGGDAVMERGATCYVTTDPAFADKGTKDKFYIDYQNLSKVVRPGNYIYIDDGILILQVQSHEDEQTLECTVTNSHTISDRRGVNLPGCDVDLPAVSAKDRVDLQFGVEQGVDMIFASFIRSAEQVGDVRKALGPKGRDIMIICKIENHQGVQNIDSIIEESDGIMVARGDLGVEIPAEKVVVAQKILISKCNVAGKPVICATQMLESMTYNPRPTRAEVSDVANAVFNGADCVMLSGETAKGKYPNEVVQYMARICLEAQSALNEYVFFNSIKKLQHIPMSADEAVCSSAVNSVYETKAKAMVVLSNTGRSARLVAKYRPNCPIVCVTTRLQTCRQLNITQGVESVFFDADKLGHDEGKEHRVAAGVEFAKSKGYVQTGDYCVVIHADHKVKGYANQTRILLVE
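ATP generated from ADP (0.1 mM) and PEP (0.5 mM) by 0.1 nM LmPK over 1 h at room temperature (pH 7.2 imidazole buffer) was detected by coupled luciferase luminescence. Values were normalized to uninhibited and no-enzyme wells.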
Shiga inhibitor: Shiga toxin inhibition; Vero cells, Shiga toxin protein synthesis inhibition reporter; 9.2% of 290,000 active; AID 2315; inhibition, % at 38.7 µM; in the data active = inhibition mostly above about 28%, no sharp cut-off; inactive = mostly below about 43%; note: 0% is about no effect
Starred values were filed as active, the others as inactive; i = inactive; ? = inconclusive; nt = no result given; [ ] = dose if it differs, or a comment. Unless noted, calls come from the whole dose curve; as a rule, active = well fitted curve in the direction sought with a large enough effect; inconclusive = small, poorly fitted or top-dose-only effect, or another doubt; inactive = no such curve, though single readings can be large; an effect the other way counts as inactive or inconclusive.

compound,Pf growth 96h,Pf growth 48h,HCV inhibitor,Cycloheximide cs,TbPYK inhibitor,LmPK inhibitor,Shiga inhibitor
CCO[C@H]1OC(C(=O)NCc2nc3ccccc3[nH]2)=C[C@@H](C2CCCCC2)[C@@H]1CCCO,9.3µM*,?,-6%,2,-3%,2%,-10
S=c1nc[nH]c2c1cnn2Cc1ccccc1,0%,30%,19%,4,-16%,-2%,10
CCOC(=O)Nc1cc(NC(=O)OCC)c(C)nc1C,48%[activator],13%,4%,1,-4%,4%,-3
CC(Cc1c[nH]c2ccccc12)C(=O)NCc1ccco1 (stereo unspecified),-14%,nt,7%,6,0%,-5%,23
CC(=O)Nc1cccc(OCCCNS(=O)(=O)c2ccc(F)cc2)c1,12%,-2%,-21%,-2,1%,4%,9
Cc1c(NC(=S)NC(=O)C(C)(C)C)cccc1[N+](=O)[O-],?,0%,-19%,14,-3%,0%,19
O=C(CCS(=O)(=O)c1ccccc1)Nc1nc2c(s1)COc1ccccc1-2,?,nt,-1%,-1,-13%,10%,1
COc1ccc(C(=O)Nc2nnc(Cc3cccs3)s2)cc1OC,42%[activator],27%,?,-2,-3%,0%,19
COc1ccc2c(c1)OC(C)(C)C(c1ccccc1)C2c1ccc(OCCN2CCCC2)cc1 (stereo unspecified),3µM*,1.7µM*,nt,nt,2%,nt,nt
O=C(NCc1ccccc1)C1=C[C@@H](c2ccc(Br)cc2)C[C@@H](OCc2ccc(CO)cc2)O1,-14%,?,?,-3,-4%,8%,9
CCOc1ccc(NC(=S)NC(=O)/C=C/c2ccc(C)cc2)c([N+](=O)[O-])c1,64%[activator],7%,-31%,15,-1%,0%,11
Cc1cc(S(=O)(=O)N2CCN(c3ccccn3)CC2)ccc1F,143%[activator],1%,7%,-3,-4%,-4%,-9
CCOc1cccc(=O)c2c(C)n(-c3ccc(C(=O)O)cc3)c(C)c12,223%[activator],18%,15%,0,-15%,8%,-3
COc1ccc(Cn2c(=O)[nH]c3cc(C(=O)N4CCN(c5ccccc5F)CC4)ccc3c2=O)cc1,12µM*,12µM*,?,-7,-1%,12%,-12
COc1ccc(C(=O)Nc2sc3c(c2C(=O)O)CC(C)(C)OC3)cc1,16%,22%,-15%,-3,1%,1%,13
Cc1ccc(SCc2ccc(C(=O)Nc3cccc([N+](=O)[O-])c3)cc2)cc1,-3%,4%,11%,0,-2%,2%,-4
Cc1ccc(-c2nn(-c3ccccc3)cc2/C=C2\SC(=S)N(CC(=O)O)C2=O)cc1,0%,-26%,2%,-2,-11%,-2%,-1
CCC12CN3CC(CC)(CN(C1)C3c1ccc([N+](=O)[O-])o1)C2=O (stereo unspecified),-5%,17%,3%,-1,-1%,-3%,16
CCOc1ccc(NC(=O)C2Cc3ccccc3CN2S(=O)(=O)CC)cc1 (stereo unspecified),?,?,-2%,28,0%,3%,46
Cc1ccoc1C(=O)N1CCN(C(=O)c2occc2C)CC1,-1%,9%,7%,-4,2%,-1%,1

Random excerpt: 3 records from the list
compound,Pf growth 96h,Pf growth 48h,HCV inhibitor,Cycloheximide cs,TbPYK inhibitor,LmPK inhibitor,Shiga inhibitor
Cc1cc(S(=O)(=O)N2CCN(c3ccccn3)CC2)ccc1F,143%[activator],1%,7%,-3,-4%,-4%,-9
CCC12CN3CC(CC)(CN(C1)C3c1ccc([N+](=O)[O-])o1)C2=O (stereo unspecified),-5%,17%,3%,-1,-1%,-3%,16
Cc1ccc(SCc2ccc(C(=O)Nc3cccc([N+](=O)[O-])c3)cc2)cc1,-3%,4%,11%,0,-2%,2%,-4

New compounds follow.
compound,Pf growth 96h,Pf growth 48h,HCV inhibitor,Cycloheximide cs,TbPYK inhibitor,LmPK inhibitor,Shiga inhibitor
COc1ccc(C2=NN(C(=O)CSc3nnc(C)c(=O)n3N)C(c3ccco3)C2)cc1 (stereo unspecified),-28%,?,16%,18,0%,1%,11
CCOC(=O)C1(C)C=C(Nc2cccc(OC)c2)C(=O)N1c1ccccc1 (stereo unspecified),?,8%,-1%,16,4%,3%,32
C[C@@H]1CC=C[C@@H]2[C@H]1C(=O)N(Cc1ccccc1)[C@H]2c1ccccc1Br,nt,nt,?,-5,-9%,nt,i
Cc1cccc2nc(CSc3ccc(Cl)cc3)cn12,?,51%[activator],7%,49*,2%,-18%,91*
Cc1cnn(C(=S)NCc2ccc(Cl)cc2)c1,-1%,?,8%,3,-2%,6%,2
O=C(CCNC(=O)c1ccco1)Nc1ccc(OC(F)F)c(Cl)c1,-2%,8%,17%,15,3%,-3%,4
Cc1cc(C(C)(C)C)cc(C)c1C(=O)O,30%[activator],24%,3%,1,4%,1%,-3
CCC(=O)Nc1cc(-c2nn(C)c(=O)c3ccccc23)ccc1N1CCOCC1,?,nt,?,-2,4%,-6%,-3
CC(=O)c1cccc(NC(=O)c2cc(=O)c3ccccc3o2)c1,-44%,29%,2%,9,-7%,3%,14
Cc1ccccc1-n1cc(CNC(=O)C2CCC(=O)N(C3CC3)C2)cn1 (stereo unspecified),?,-10%,nt,-2,-6%,-2%,21
Cc1ccccc1C(=O)NC1CCN(Cc2nnnn2Cc2ccccc2)CC1,-3%,-14%,-14%,3,-1%,5%,-7
O=C(NCC(c1cccnc1)N1CCN(c2ccc(F)cc2)CC1)C1CCCCC1 (stereo unspecified),31%[activator],?,7%,-3,5%,-1%,-7
Cc1ccc(-n2c(Cc3cccs3)nnc2SCC(N)=O)cc1,-28%,nt,11%,-1,-5%,1%,39
Cc1ccc(NC(=O)CN(C)C(=O)c2cc(-c3cccs3)nn2-c2ccccc2)cc1,-14%,?,?,nt,1%,nt,nt
COc1cc(C(=O)NCCNC(=O)c2ccc(C)nc2)cc(OC)c1OC,4%,14%,0%,-2,4%,-4%,11
N#C/C(=C\Nc1ccc(F)c(Cl)c1)S(=O)(=O)c1ccccn1,-21%,1%,8%,2,4%,-2%,8
O=C(Cn1c(=O)c2c(ncn2Cc2ccccc2)n(Cc2ccccc2)c1=O)N1CCCC1,?,?,20%,-3,7%,5%,12
CCC(CC)C(=O)c1c[nH]c(C(=O)OC)c1,5%,14%,-6%,-2,0%,0%,-5
CCOc1ccc(/C=N\NC(=O)c2c(C)nc3cc(C)ccn23)cc1,11%,-2%,-5%,1,1%,-1%,nt
CCN(C(=O)CSc1nnc(-c2ccccc2C)n1C)c1c(N)n(Cc2ccccc2)c(=O)[nH]c1=O,10%,?,7%,nt,4%,nt,nt
CCCc1nc2c(=O)n(C)c(=O)nc-2n(C)n1,-1%,5.2µM*,2.5µM*,-14,-20%,-1%,-12
COc1cc(C(=O)NC2CCCc3ccccc32)cc(OC)c1OC (stereo unspecified),?,?,?,2,-5%,-2%,2
CN1CCC(=NNC(=O)CN(c2cccc(Cl)c2)S(C)(=O)=O)CC1,18%,-8%,?,5,-3%,4%,-13
C=Cn1cc[n+](CC(=O)c2ccc(Br)cc2)c1,6.6µM*,?,12%,-2,-2%,-3%,-2
CN1CCN(c2ccc(CNC(=O)c3ccco3)cc2)CC1,45%[activator],42%[activator],37%[activator],14,2%,-5%,8
CCOc1ccc(N(CC(=O)Nc2ccccc2C(=O)NCc2ccco2)S(C)(=O)=O)cc1,nt,10%,?,0,1%,9%,14
COc1cc(-c2cc(C(=O)NCCc3ccc(S(N)(=O)=O)cc3)c3ccccc3n2)cc(OC)c1OC,?,?,-28%,-3,1%,6%,2
Cc1ccc(-n2c(C)cc(C(=S)N3CCOCC3)c2C)cc1C,10µM*,?,?,-1,-8%,5%,15
O=S(=O)(Nc1ccccc1F)c1ccc2nsnc2c1,nt,-3%,9%,-5,1%,1%,-8
CCN(CC)C1=CC(=[N+]2CCCC2)CC(C)(C)C1,0.37µM*,1.3µM*,?,-6,-3%,-8%,-22
CC(C)c1nnc(NC(=O)CCC(=O)N2CCN(c3ccc(Cl)cc3)CC2)s1,?,-5%,-21%,-4,-1%,-6%,-14
C[N+]1(CC#CC(O)(c2ccccc2)c2ccccc2)CCCC1,5.2µM*,?,22%,0,-30%,3%,-4
CC/C(=N\NC(=O)c1ccc(-c2ccccc2)cc1)C12CC3CC(CC(C3)C1)C2,?,nt,?,11,2%,-9%,26
COc1ccccc1CNC(=O)CCC(=O)Nc1nnc(C)s1,?,0%,15%,-5,4%,5%,-5
Cc1ccc(-c2nnc(SCC(=O)N3CCCC3)o2)cc1,3%,29%,0%,17*,-1%,3%,56
CCN(CC)C(=O)CSc1nc2c(sc(=S)n2-c2ccc(C)cc2C)c(=O)[nH]1,?,?,8%,-2,-9%,2%,34
CCOC(=O)c1ccc(N2C(=O)CC(N3CCN(C(=O)c4ccco4)CC3)C2=O)cc1 (stereo unspecified),nt,12%,5%,1,-5%,0%,-21
C/C(CC(=O)NCc1ccccc1Cl)=N/NC(=O)c1ccccn1,10%,38%[activator],-4%,25*,-3%,2%,79*
O=C(/C=C/c1ccc(F)cc1)NCCCN1CCN(CCCNC(=O)/C=C/c2ccc(F)cc2)CC1,?,?,?,2,-1%,-2%,-5
O=C(Nc1cc(S(=O)(=O)N2CCOCC2)ccc1N1CCOCC1)c1cc(=O)[nH]c2ccccc12,-65%,11%,1%,1,-2%,1%,-10
CCCNC1=C(C)C(=O)CC1,35%,6%,-1%,-3,-1%,-2%,-8
Cc1ccc2c(ccc(=S)n2C)c1,?,42%[activator],-5%,10,9%,4%,11
COc1ccc(CCNCc2ccccc2N2CCCC2)cc1,?,?,-1%,-4,0%,-9%,-3
Cc1nc(SCC(=O)NCC(F)(F)F)c2c(-c3cccs3)csc2n1,?,-4%,?,-3,8%,2%,-12
CCN(CC)CCNc1nc2c(c(=O)n(C)c(=O)n2C)n1C/C=C(/C)Cl,-14%,9%,-3%,-4,0%,0%,-4
O=C(CN1C(=O)S/C(=C\c2ccccc2)C1=O)NNC(=O)c1ccccc1O,13%,6%,0%,-3,-18%,-1%,4
O=C(NCc1cccc(C(F)(F)F)c1)c1ccc2c(c1)OCO2,?,-22%,-8%,10*,-2%,0%,32
COc1cc(C(=O)N(Cc2ccc(N(C)C)cc2)C2CCS(=O)(=O)C2)cc(OC)c1OC (stereo unspecified),-19%,-10%,8%,-8,0%,-6%,12
C/C(=N\NC(=O)CC1N=C(Cc2ccccc2)NNC1=O)c1ccncc1 (stereo unspecified),6%,33%[activator],15%,-1,-8%,-6%,-13
CN(Cc1ccccc1)S(=O)(=O)c1ccc(Cl)c(C(=O)O)c1,38%[activator],-10%,?,-6,2%,0%,-10
CCOc1ccc(/C(O)=C2/C(=O)C(=O)N(CC3CCCO3)C2c2ccc(C)o2)cc1 (stereo unspecified),5%,26%,14%,-5,-8%,-1%,42
CC(=O)N(c1nc(CCl)cs1)c1cccc(C)c1C,26%,-37%[1.15 µM],15%,-4,5%,3%,-6
CN(Cc1c(F)cccc1Cl)C(=O)c1cnc2ccccc2n1,8%,?,1%,12*,-3%,3%,43
